Source: PubChem BioAssay (National Center for Advancing Translational Sciences (NCATS))
Nrf2 inh – Nrf2 qHTS screen for inhibitors; actives 2.1% (n = 360,000); Potency, µM (titrated, usually from 46 µM), for the others: top-dose activity change, negative = inhibition, most hits filed as inhibitors; A549 ARE-Fluc reporter, luciferase luminescence, 18-24 h; also: potency is read from the fitted curve at half-maximal effect; % is scaled to controls: 0 for no effect and ±100 for the full control effect; nearly all actives have a fitted effect of over 60% in size
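Cells were seeded and rested 2 h, then exposed to compounds for 18-24 h. CellTiter-Fluor was read first as a viability measure. BugLite was added 15 min before the final luminescent read of ARE-luciferase activity in A549 cells.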
TGFb SMAD3 inh – qHTS for Inhibitors of TGF-b; HepG2 CAGA-GFP TGF-b/SMAD3 reporter, GFP fluorescence, 18 h; TGF-beta stimulated, 500 pg/mL final; Potency, µM (titrated, usually from 46.1 µM), without a hit: at the top dose activity, negative = inhibition, usual class: inhibitors; actives 1.2% (n = 410,000); also: potency is read from the fitted curve at half-maximal effect; % is scaled to controls: 0 for no effect and ±100 for the full control effect; nearly all actives have a fitted effect of over 65% in size
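HEPG2 CAGA-GFP cells (1000/well, DMEM with 1% FBS) were pre-incubated 2 h at 37 degrees C, given compound by pin tool, then stimulated with TGF-beta at 500 pg/mL final for 18 h before per-cell GFP fluorescence imaging.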
EPAC2 ag – qHTS for Agonist of cAMP-regulated guanine nucleotide exchange factor 4 (EPAC2): primary screen | EPAC2 activation, biochemical qHTS; response scale: 100% = 6.5 mM cAMP response | Potency, µM (series often up to 154 µM), for the others: at the highest dose activation, most hits filed as activators | actives 0.079% (n = 360,000); also: potency is read from the fitted curve at half-maximal effect; nearly all actives have a fitted effect of over 50% in size
Target sequence (Q8WZA2 whole entry, looked up): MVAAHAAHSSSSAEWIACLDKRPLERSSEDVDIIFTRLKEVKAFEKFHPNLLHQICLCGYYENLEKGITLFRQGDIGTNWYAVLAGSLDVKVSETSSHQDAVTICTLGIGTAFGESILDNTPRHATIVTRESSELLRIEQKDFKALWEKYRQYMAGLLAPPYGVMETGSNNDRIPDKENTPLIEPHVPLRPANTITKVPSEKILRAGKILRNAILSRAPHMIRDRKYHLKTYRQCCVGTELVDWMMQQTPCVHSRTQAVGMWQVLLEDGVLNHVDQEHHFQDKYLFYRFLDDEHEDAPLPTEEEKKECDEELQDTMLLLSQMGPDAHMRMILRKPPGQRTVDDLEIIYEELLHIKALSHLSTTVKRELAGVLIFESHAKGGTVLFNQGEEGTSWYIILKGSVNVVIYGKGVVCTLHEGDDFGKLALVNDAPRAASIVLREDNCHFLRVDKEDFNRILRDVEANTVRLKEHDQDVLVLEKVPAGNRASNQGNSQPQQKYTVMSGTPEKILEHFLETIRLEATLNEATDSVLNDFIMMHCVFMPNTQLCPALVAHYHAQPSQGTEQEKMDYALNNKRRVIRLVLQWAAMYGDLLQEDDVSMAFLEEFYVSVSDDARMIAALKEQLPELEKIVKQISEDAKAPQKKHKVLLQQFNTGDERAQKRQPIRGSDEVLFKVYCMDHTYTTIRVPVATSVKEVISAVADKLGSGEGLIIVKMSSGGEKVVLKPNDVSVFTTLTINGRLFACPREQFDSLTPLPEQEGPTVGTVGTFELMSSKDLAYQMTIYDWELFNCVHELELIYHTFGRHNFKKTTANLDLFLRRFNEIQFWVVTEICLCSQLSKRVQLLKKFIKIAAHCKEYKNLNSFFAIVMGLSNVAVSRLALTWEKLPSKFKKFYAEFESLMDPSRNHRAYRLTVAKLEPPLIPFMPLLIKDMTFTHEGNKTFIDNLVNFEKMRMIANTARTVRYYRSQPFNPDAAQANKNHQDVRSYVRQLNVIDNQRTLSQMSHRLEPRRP
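EPAC2 (100 nM) mixed with Rap1B loaded with BODIPY-GDP (250 nM) plus 50 uM unlabeled GDP; compounds pinned in, 5 min RT, then read every 5 min for 30 min (ex 480, em 540 nm). Normalized to cAMP control.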
HepG2 viability – qHTS for Inhibitors of TGF-b: Cytotox Counterscreen; HepG2 CAGA-GFP viability, ATP luminescence, 18 h; Potency, µM (titrated, usually from 46.1 µM), for the others: at the top dose activity change, negative = cytotoxicity, most hits filed as cytotoxic; actives 0.76% (n = 410,000); also: potency is read from the fitted curve at half-maximal effect; some results filed as inactive show a strong effect at the top dose
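HepG2 CAGA-GFP cells (1000/well, DMEM with 1% FBS) received compound, then TGF-beta at 500 pg/mL final, and were incubated 18 hours at 37 degrees C. Viability was read by CellTiter-Glo luminescence. Media-only wells were set as complete cell-killing and DMSO as no toxicity.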
ATXN2 expr inh – Primary qHTS for Inhibitors of ATXN expression; HEK-293 ATXN2-luciferase reporter, luminescence, 24 h; Potency, µM (series often up to 57 µM), without a hit: at the top dose activity change, negative = inhibition, actives largely listed as inhibitors; actives 0.72% (n = 360,000); also: potency is read from the fitted curve at half-maximal effect; % is scaled to controls: 0 for no effect and ±100 for the full control effect; nearly all actives have a fitted effect of over 55% in size
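qHTS (up to 57 uM final) was run with 24 h compound exposure of reporter cells at 37 °C. Each well was multiplexed: SteadyGlo luminescence measured ATXN2-luciferase expression after a fluorogenic Gly-Phe-AFC viability readout (25 uM final).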
ATXN viability – Viability Counterscreen for Primary qHTS for Inhibitors of ATXN expression | S2 cells (HEK-293 line with an ATXN2-luciferase reporter) viability, CellTiter-Fluor protease fluorescence, 24 h | Potency, µM (doses to about 56.7 µM), hits mostly cytotoxic | actives 0.49% (n = 400,000) | AID 651635, 2014; also: potency is read from the fitted curve at half-maximal effect; nearly all actives have a fitted effect of over 40% in size
Nrf2 ARE act – qHTS of Nrf2 Activators | Potency, µM (series often up to 46.1 µM), without a hit: at the highest dose activation, usual class: activators | AREc32 ARE-luciferase reporter (MCF7-derived line), luminescence, 24 h | AID 624171, 2012 | actives 0.31% (n = 410,000); also: potency is read from the fitted curve at half-maximal effect; % of control where 0% means no effect; nearly all actives have a fitted effect of over 65% in size
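ARE-driven firefly luciferase activity in AREc32 cells measured after a 24 hr compound exposure at 37 deg C, using Steady-Glo reagent and a 30 min room-temperature hold.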
A549 viability – Nrf2 qHTS screen for inhibitors: counterscreen for cytotoxicity. AID 504648, 2011. actives 0.16% (n = 390,000). A549 ARE-Fluc cells, CellTiter-Fluor viability, 18-24 h. Potency, µM (doses to about 46 µM), for inactives: top-dose activity change, negative = cytotoxicity, usual class: inhibitors; also: potency is read from the fitted curve at half-maximal effect; % is scaled to controls: 0 for no effect and ±100 for the full control effect
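Cytotoxicity counterscreen: CellTiter-Fluor fluorescence was measured in A549 ARE_Fluc cells after 18-24 h of compound exposure in a concentration series. The subsequent BugLite luminescent read reports ARE-luciferase activity.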
IL2 activator – qHTS of IL-2 Activators | IL-2 activation reporter assay, cell-based qHTS; stimulated with anti-CD3/CD4/CD28 beads; in transgenic mouse T cells | activation, % (series mostly up to about 46 µM) | actives 0.065% (n = 360,000) | AID 652025, 2013; in the data active = activation above about 50%; inconclusive = mostly about 30% to 49%; also: 0% is about no effect
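EGFP and DsRed fluorescence is measured by plate cytometry in unstimulated transgenic mouse T cells exposed to compound for 60 minutes, then stimulated 18 hours at 37 degrees C with anti-CD3/anti-CD4 beads plus anti-CD28.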
The depositor's hits bear a star; i = inactive; ? = inconclusive; . = not tested or not shown; [ ] = dose if it differs, or a comment. Unless noted, calls follow the shape of the dose curve; as a rule, active = well fitted curve in the direction sought with a large enough effect; inconclusive = small, poorly fitted or top-dose-only effect, or another doubt; inactive = no such curve, though single readings can be large; an effect the other way counts as inactive or inconclusive.

SMILES	Nrf2 inh	TGFb SMAD3 inh	EPAC2 ag	HepG2 viability	ATXN2 expr inh	ATXN viability	Nrf2 ARE act	A549 viability	IL2 activator
O=C(CCl)N1CCN(S(=O)(=O)c2ccc3c(c2)CCC3)CC1	18.8%	?	9.6%	-113.9%	?	.	-2.4%	-6.3%	-0.5
Cc1ccnc(Nc2nc(-c3ccc(Cl)cc3)cs2)c1	?	-1.1%	9.9%	-8.7%	31.3%[activator]	i	10.4%	3.9%	2.5
c1ccc2c(c1)CCCN2c1nc(N2CCOCC2)nc(N2CCOCC2)n1	-9.4%	-15.0%	16.6%	-32.9%	.	i	-0.6%	0.3%	0.4
Cn1ccc2c(N3CCOCC3)cc3c(c21)C1CCC3C1 (stereo not given)	.	-0.8%	3.8%	-0.1%	-2.1%	i	-0.1%	.	-0.8
CCOc1ccc2nc(NC(=O)C3CSC4(C)CCC(=O)N34)sc2c1 (stereo not given)	8.6%	-0.4%	13.6%	0.1%	.	i	25.6%	3.8%	2.8
O=C(OCC1CC(c2ccccc2Cl)=NO1)c1ccc(Br)cc1 (stereo not given)	4.4%	21.8%	-2.5%	23.8%	-7.5%	i	-0.4%	-1.1%	-2.5
CCN(CC)CCCNC(=S)N1CCn2c(nc3ccccc32)C1	0.9%	4.8%	11.0%	-1.4%	-6.8%	i	0.1%	0.2%	-2.4
CCOC(=O)c1c(C)[nH]c(C(=O)CN2C(=O)C(=O)N(CC(C)C)C2=O)c1C	-18.8%	-1.4%	-13.2%	-19.3%	-12.3%	i	-0.5%	0.7%	-0.4
CC(Oc1ccc(C(C)(C)C)cc1)C(=O)NC1CC(C)(C)NC(C)(C)C1 (stereo not given)	6.5%	-6.4%	5.1%	-51.7%	-12.5%	i	0.2%	0.2%	-4.3
O=C(O)/C=C/c1ccc(S(=O)(=O)N(CCO)CCO)cc1	0.2%	12.9%	1.3%	2.9%	-4.9%	i	-0.2%	-6.1%	0.0
O=C(CCCn1c(SCC(=O)Nc2ccccc2C(F)(F)F)nc2ccccc2c1=O)NCC1CCCO1 (stereo not given)	-15.6%	0.7%	-15.2%	9.9%	-7.2%	i	-0.5%	0.6%	-2.5
Cc1ccc(-c2cc(-c3cccs3)[nH]n2)c(O)c1	.	?	27.9%	-10.2%	50.3%[activator]	i	18.4%	3.3%	-0.5
O=C(NCc1ccccc1F)c1ccc2ccccc2n1	2.5%	0.0%	14.1%	-11.1%	17.6%	i	-0.1%	1.7%	-2.7
CC(NC(=O)CSc1nnc2n1CCCCC2)c1ccccc1Cl (stereo not given)	-6.8%	-7.5%	-3.0%	-3.8%	9.6%	i	-0.1%	-0.3%	-0.4
COc1cc2c(cc1OC)C(C(=O)NCCN1CCOCC1)C1c3ccccc3CCN1C2=O (stereo not given)	5.1%	-14.2%	-2.3%	-22.6%	-10.7%	i	0.4%	-2.5%	-4.2
O=c1cc(CN2CCCCCC2)nc2sccn12	4.8%	6.9%	6.2%	1.3%	1.7%	i	0.0%	10.9%	-2.1
CS(=O)(=O)NNC(=O)c1csc(Cc2c(Cl)sc3ccc(Cl)cc23)n1	-16.6%	4.2%	1.4%	-1.9%	?	i	-0.1%	1.2%	3.4
CCn1c(SCC(=O)Nc2ccc(F)cc2)nnc1-c1cnccn1	9.4%	0.8%	4.8%	7.8%	-6.1%	i	0.3%	2.4%	-0.5
Cc1ccc(CN2C(=O)CSC2c2ccccc2F)cc1 (stereo not given)	-2.7%	-3.3%	13.0%	-4.6%	-7.3%	i	-0.8%	4.9%	-3.9
COc1ccc(/C=C/C(=O)OCC(=O)N2CCCC2)c(OC)c1	7.9%	8.6%	10.6%	9.6%	14.6%	i	1.6%	10.4%	-0.2
CCOc1ncccc1C(=O)Nc1ccc(-c2ccc3nnc(C)n3n2)cc1	-25.8%	-4.6%	9.2%	-4.5%	.	i	-1.4%	0.8%	4.8
CC(=O)Nc1ccc(/C=N/NC(=O)c2cc(-c3ccco3)nc3ccccc23)cc1	1.7%	-0.1%	1.1%	0.0%	20.4%	i	8.9%	0.0%	1.7
COc1ccc(S(=O)(=O)N(C)CC(=O)NC2CCCCC2)cc1Cl	-13.0%	-12.1%	8.9%	-2.2%	-7.7%	i	0.1%	14.9%	-1.9
COc1cc2c(cc1OC)CN(C(=O)/C=C/c1cccs1)CC2	-21.6%	-10.7%	-2.1%	-50.3%	?	?	0.9%	-11.6%	-0.4
Cc1[nH]nc2c1C(c1cccs1)C1=C(CC(C)(C)CC1=O)N2 (stereo not given)	-6.4%	-4.6%	1.7%	3.6%	-29.4%	i	2.4%	-0.1%	0.2
COc1cc(-c2nc3ccc(N4CCN(C)CC4)cc3[nH]2)cc(OC)c1OC	-15.7%	-14.7%	-16.1%	-4.3%	110.8%[activator]	i	?	?	-5.2
COc1ccc(/C=C(/NC(=O)c2ccc(Br)cc2)C(=O)Nc2cccc(C(=O)O)c2)cc1	.	-1.0%	-0.4%	9.6%	.	i	0.4%	.	-0.2
CCOC(=O)c1oc2ccccc2c1NC(=O)c1ccc(Cl)s1	?	-10.6%	12.5%	0.2%	-8.1%	i	-0.9%	11.9%	-2.6
CC1CN(CCOCCSc2ccccc2)CC(C)O1 (stereo not given)	-13.6%	-2.3%	14.8%	-12.6%	.	i	0.3%	-4.6%	-3.2
CCOC(=O)C1=C(O)C(Nc2nc3ccccc3s2)(C(F)(F)F)N=C1C (stereo not given)	?	-9.6%	-5.8%	-12.0%	-2.9%	i	2.4%	-0.5%	0.2

Next section, overlapping the part above by 2 compounds.
SMILES	Nrf2 inh	TGFb SMAD3 inh	EPAC2 ag	HepG2 viability	ATXN2 expr inh	ATXN viability	Nrf2 ARE act	A549 viability	IL2 activator
CC1CN(CCOCCSc2ccccc2)CC(C)O1 (stereo not given)	-13.6%	-2.3%	14.8%	-12.6%	.	i	0.3%	-4.6%	-3.2
CCOC(=O)C1=C(O)C(Nc2nc3ccccc3s2)(C(F)(F)F)N=C1C (stereo not given)	?	-9.6%	-5.8%	-12.0%	-2.9%	i	2.4%	-0.5%	0.2
Cc1ccc(NC(=O)C(C)c2cccc(C(=O)c3ccccc3)c2)cc1O (stereo not given)	-1.3%	-7.0%	?	8.8%	-6.2%	i	2.7%	-3.3%	-1.1
Cc1ccc2nc(-c3ccc(Cl)cc3)cc(C(=O)OCC(=O)c3ccccc3)c2c1	?	-12.5%	.	-19.0%	-18.1%	?	1.1%	-2.1%	.
Cc1ccc(C)c(S(=O)(=O)NCC(c2ccc3c(c2)OCO3)N2CCOCC2)c1 (stereo not given)	-7.0%	-2.3%	0.2%	5.6%	-2.4%	i	0.3%	0.0%	-1.2
N#Cc1ccc(CN2CCN(C(=O)CNC(=O)Cc3cccc4ccccc34)CC2)cc1	5.8µM*	-21.4%	-1.0%	-6.6%	?	i	-0.3%	-13.6%	-1.0
COc1ccc(C(=O)Nc2ccc(Cl)cc2C(=O)NCCN2CCOCC2)cc1	-2.9%	4.6%	-0.7%	-21.9%	-1.0%	?	-1.0%	-6.9%	-1.0
COc1ccc(S(=O)(=O)N(C)C)cc1NC(C)C(=O)Nc1cccc(C#N)c1 (stereo not given)	3.4%	0.1%	0.6%	0.9%	-27.8%	i	-0.2%	2.0%	-2.4
CN1CC(=O)N(CC(=O)Nc2ccc(OC(F)(F)F)cc2)c2ccccc2C1=O	.	4.0%	.	-4.5%	6.0%	i	3.3%	1.7%	.
Cc1csc(SCC(=O)Nc2ccc(F)cc2Cl)n1	-5.0%	-0.8%	1.2%	2.6%	11.9%	i	4.4%	1.9%	-0.7
COc1ccc(-n2c(C)nc3cc(C(=O)NCCN4CCOCC4)ccc32)cc1	?	1.5%	-11.4%	5.2%	-7.0%	i	0.2%	4.3%	0.9
CC1(C(=O)NS(=O)(=O)c2ccc(Cl)cc2)CCN1C(=O)Cc1ccc(-c2ccccc2)cc1 (stereo not given)	.	28.1%	4.8%	3.4%	-4.2%	i	0.7%	.	0.8
Cc1ccc(C(=O)NCC(=O)OCC(=O)c2ccc(Cl)s2)cc1	14.0%	0.0%	3.8%	0.3%	-2.7%	i	-0.3%	-0.4%	-2.1
COc1ccccc1N1CCN(C(=S)NC(=O)/C=C/c2ccc(F)cc2)CC1	19.6%	?	4.7%	-23.8%	-4.5%	i	7.9%	10.5%	-0.1
Cc1cc(NC(=O)Nc2nnc(N3CCCCC3)s2)ccc1Br	?	0.5%	.	11.2%	3.3%	i	-0.9%	9.7%	.

Structural class: the entries above containing a thiophene ring, fused or not (six)
SMILES	Nrf2 inh	TGFb SMAD3 inh	EPAC2 ag	HepG2 viability	ATXN2 expr inh	ATXN viability	Nrf2 ARE act	A549 viability	IL2 activator
Cc1ccc(-c2cc(-c3cccs3)[nH]n2)c(O)c1	.	?	27.9%	-10.2%	50.3%[activator]	i	18.4%	3.3%	-0.5
CS(=O)(=O)NNC(=O)c1csc(Cc2c(Cl)sc3ccc(Cl)cc23)n1	-16.6%	4.2%	1.4%	-1.9%	?	i	-0.1%	1.2%	3.4
COc1cc2c(cc1OC)CN(C(=O)/C=C/c1cccs1)CC2	-21.6%	-10.7%	-2.1%	-50.3%	?	?	0.9%	-11.6%	-0.4
Cc1[nH]nc2c1C(c1cccs1)C1=C(CC(C)(C)CC1=O)N2 (stereo not given)	-6.4%	-4.6%	1.7%	3.6%	-29.4%	i	2.4%	-0.1%	0.2
CCOC(=O)c1oc2ccccc2c1NC(=O)c1ccc(Cl)s1	?	-10.6%	12.5%	0.2%	-8.1%	i	-0.9%	11.9%	-2.6
Cc1ccc(C(=O)NCC(=O)OCC(=O)c2ccc(Cl)s2)cc1	14.0%	0.0%	3.8%	0.3%	-2.7%	i	-0.3%	-0.4%	-2.1
